KinaseGlo FLuc – counter-screen: inhibitors of Kinase-Glo firefly luciferase; Q27757; Kinase-Glo luciferase, ATP luminescence, 8 min; Potency, µM (titrated, usually from 38.3 µM), without a hit: top-dose activity change, negative = inhibition, hits mostly inhibitors; hit rate 0.28% among 200,000; AID 1379; note: potency is the fitted concentration of half-maximal effect; % is set by controls: 0 for no effect and ±100 for the full control effect; nearly all actives have a fitted effect of over 60% in size
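Substrate mix (final 50 mM imidazole pH 7.2, 50 mM KCl, 7 mM MgCl2, 10 uM ATP, 0.01% Tween 20, 0.05% BSA) plus pin-tool compound, then Kinase-Glo detection mix; 8 min ambient, luminescence read.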
CBFb RUNX1 block – blocks binding between human CBF-beta and RUNX1 | AlphaScreen CBFb-His/RUNX1-biotin binding, biochemical | Potency, µM (series often up to 59.8 µM), inactives show at the top dose activity, negative = inhibition, usual class: inhibitors | 230,000 tested, under 10 active; note: % of control where 0% means no effect
Target sequence (Q01196 whole entry, looked up): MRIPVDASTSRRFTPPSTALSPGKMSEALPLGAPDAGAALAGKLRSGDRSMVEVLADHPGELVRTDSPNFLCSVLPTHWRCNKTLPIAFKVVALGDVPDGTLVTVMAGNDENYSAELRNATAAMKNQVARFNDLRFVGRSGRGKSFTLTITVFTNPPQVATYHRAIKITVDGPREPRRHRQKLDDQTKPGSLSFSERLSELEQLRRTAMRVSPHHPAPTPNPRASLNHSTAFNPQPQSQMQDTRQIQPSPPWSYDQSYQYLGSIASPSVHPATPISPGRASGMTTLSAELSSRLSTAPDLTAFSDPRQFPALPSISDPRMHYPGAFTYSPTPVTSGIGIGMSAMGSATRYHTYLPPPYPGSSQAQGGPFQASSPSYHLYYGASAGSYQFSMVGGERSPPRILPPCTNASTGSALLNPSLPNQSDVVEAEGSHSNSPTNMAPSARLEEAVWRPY
Target sequence (Q13951 whole entry, looked up): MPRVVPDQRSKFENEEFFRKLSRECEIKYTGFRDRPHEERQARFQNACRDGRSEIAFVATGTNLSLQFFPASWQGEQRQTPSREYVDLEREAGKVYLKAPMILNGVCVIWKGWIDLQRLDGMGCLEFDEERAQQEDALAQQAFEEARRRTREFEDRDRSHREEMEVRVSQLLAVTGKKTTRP
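AlphaScreen binding: CBFb-His and RUNX1-biotin (30 nM each) preincubated 20 min, compound added for 15 min, then nickel and streptavidin beads for 90 min, all at room temperature. Disruption of the interaction by any mechanism counts as activity.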
NPSR antagonist – blocks cAMP signaling of the human neuropeptide S receptor | Q6W5P4 | CHO-NPSR cells, cAMP TR-FRET, antagonist mode | Potency, µM (highest dose often 38.3 µM), inactives show at the highest dose activity change, negative = inhibition, most hits filed as inhibitors | hit rate 1% among 220,000; note: potency is the fitted concentration of half-maximal effect; % is set by controls: 0 for no effect and ±100 for the full control effect; nearly all actives have a fitted effect of over 50% in size; many of its hits are not listed in these tables
Target sequence (Q6W5P4 whole entry, looked up): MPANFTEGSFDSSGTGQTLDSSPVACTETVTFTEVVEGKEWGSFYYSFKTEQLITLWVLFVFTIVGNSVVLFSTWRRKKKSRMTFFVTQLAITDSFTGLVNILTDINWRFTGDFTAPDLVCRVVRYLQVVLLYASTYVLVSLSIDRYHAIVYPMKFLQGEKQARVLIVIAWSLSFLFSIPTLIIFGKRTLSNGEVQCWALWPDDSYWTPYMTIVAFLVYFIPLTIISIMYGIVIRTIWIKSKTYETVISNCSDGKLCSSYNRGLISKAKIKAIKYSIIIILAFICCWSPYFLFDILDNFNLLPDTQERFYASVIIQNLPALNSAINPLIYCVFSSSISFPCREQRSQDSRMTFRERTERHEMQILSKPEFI
IMPase Li cell – IMPase inhibition in cells with lithium potentiation | hit rate 0.35% among 210,000 | Potency, µM (top dose mostly 59.4 µM), without a hit: top-dose activity, negative = IMPase inhibition, most hits filed as inhibitors | CHO-M1 cells, IP1 TR-FRET (IP-One), carbachol + lithium;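 note: IP1 builds up when IMPase is blocked and the TR-FRET signal falls; potency is the fitted concentration of half-maximal effect; plate controls were basal vehicle for no effect and high inhibitor control for full effect; nearly all actives have a fitted effect of over 50% in size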
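IP1 accumulation measured by competitive TR-FRET in lysed CHO-M1 cells after 30 min compound exposure at 37C, with a small lithium addition to potentiate weak responses. Hill-equation AC50 from ratio and donor-channel data.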
Epigenetic derep – epigenetic control regulation, reporter derepression. murine LDR cells, GFP reporter derepression, 30 h. Potency, µM (top dose mostly 53.9 µM), for inactives: at the highest dose GFP activation, usual class: activators. hit rate 0.2% among 280,000; note: potency is the fitted concentration of half-maximal effect; % of control where 0% means no effect; nearly all actives have a fitted effect of over 60% in size
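Derepression of a silenced CMV-GFP reporter in murine LDR cells is scored by enumerating GFP-positive cells with a laser-scanning microplate cytometer after 30 hours of treatment at 37 C.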
HTT aggregate – inhibitors of mutant huntingtin aggregate formation in PC12 cells. Potency, µM (doses to about 46.1 µM), for the others: at the highest dose activity change, negative = inhibition, hits mostly inhibitors. PC12 HttQ103-GFP aggregates, Acumen cytometry, 40 h. hit rate 1.1% among 220,000; note: potency is the fitted concentration of half-maximal effect; % is set by controls: 0 for no effect and ±100 for the full control effect; nearly all actives have a fitted effect of over 60% in size
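Using laser scanning cytometry, GFP-positive aggregates were counted after lysis of PC12 cells induced with 100 nM tebufenozide to express HTT exon 1 Q103–GFP. Compounds were tested in titration.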
L3MBTL1 inh – L3MBTL1 (human) inhibition. Q9Y468. AlphaScreen L3MBTL1–H3K9me1 peptide binding. Potency, µM (doses to about 57.1 µM), inactives show at the highest dose activity, negative = inhibition, most hits filed as inhibitors. hit rate 0.66% among 230,000. AID 485360; note: potency is the fitted concentration of half-maximal effect; % is set by controls: 0 for no effect and ±100 for the full control effect; nearly all actives have a fitted effect of over 60% in size
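Displacement of a biotinylated histone H3(1-15) peptide monomethylated at Lys9 (75 nM) from L3MBTL1 (50 nM) was measured by AlphaScreen after a 30 min room-temperature compound incubation; cefsulodin titration served as intraplate control.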
Active calls of the source: *; ? = inconclusive; · = no result given; & = joins results of further samples; [ ] = dose if it differs, or a comment. Calls come from the whole dose curve; as a rule, active = well fitted curve in the direction sought with a large enough effect; inconclusive = small, poorly fitted or top-dose-only effect, or another doubt; inactive = no such curve, though single readings can be large; an effect the other way counts as inactive or inconclusive.

The first two entries, to show the layout:
SMILES	KinaseGlo FLuc	CBFb RUNX1 block	NPSR antagonist	IMPase Li cell	Epigenetic derep	HTT aggregate	L3MBTL1 inh
CC/C=C\C/C=C\C/C=C\C/C=C\C/C=C\C/C=C\CCC(=O)NC(C)C(=O)O (configuration not stated)	1%	-9%	·	18%	-1.1%	·	·
O=C(C1CCN(S(=O)(=O)c2cccc3cccnc23)CC1)N1CCN(c2ccccc2)CC1	-2%	2%	-23%[46.1 µM]	22%[38.3 µM]	-1.8%	-23%	4%

The listing (from the top)
SMILES	KinaseGlo FLuc	CBFb RUNX1 block	NPSR antagonist	IMPase Li cell	Epigenetic derep	HTT aggregate	L3MBTL1 inh
CC/C=C\C/C=C\C/C=C\C/C=C\C/C=C\C/C=C\CCC(=O)NC(C)C(=O)O (configuration not stated)	1%	-9%	·	18%	-1.1%	·	·
O=C(C1CCN(S(=O)(=O)c2cccc3cccnc23)CC1)N1CCN(c2ccccc2)CC1	-2%	2%	-23%[46.1 µM]	22%[38.3 µM]	-1.8%	-23%	4%
CCOc1cc(/C=N/NC(=O)CCn2nnc3ccccc32)ccc1O	·	4%	9%	·	-3.8%	5%[9.22 µM]	9%
CC(=O)N1CCN(c2ccc(NC(=O)c3ccc(C(C)(C)C)cc3)cc2)CC1	2%	12%	-7%[46.1 µM]	35%[38.3 µM]	2.5%	-8%	-13%
CN(CCCNC(=O)C1CCC(=O)N1Cc1ccc(F)cc1)c1ccccc1 (configuration not stated)	2%	1%	-4%[46.1 µM]	15%[38.3 µM]	1.0%	2%	5%
COc1ccc(-c2csc(=Nc3ccccc3)n2CCO)cc1	3%	-17%	-18%	9%	-1.0%	?	-26%
Cc1ccc(Cn2nnc3c(=O)n(Cc4ccccc4C)cnc32)cc1	-4%	5%	-12%[46.1 µM]	21%[38.3 µM]	-0.8%	1%	10%
C=CCN1C(=O)/C(=C2/Sc3ccc(OC)cc3N2C)SC1=Nc1ccc(OC)cc1	-1%	7%	-6%	-2%	12%	-5%	2%
OC12CCCCC1C(c1ccc3c(c1)OCO3)N(Cc1cccc(F)c1)CC2 (configuration not stated)	-9%	0%	-17%[46.1 µM]	-17%[38.3 µM]	-2.3%	?	-4%
Cn1c(C(C#N)/C(=N\S(=O)(=O)c2cccs2)c2ccccc2)nc2ccccc21 (configuration not stated)	4%	-1%	-4%[46.1 µM]	-8%[38.3 µM]	0.3%	0%	-4%
CCC1CCCCN1c1ccc([N+](=O)[O-])cc1/C=N/NC(=O)Cn1c2ccccc2c(=O)c2ccccc21 (configuration not stated)	-2%	13%	-13%[46.1 µM]	7%[38.3 µM]	2.2%	12%	·
O=C1CC(/C=C/c2ccco2)=Nc2ccccc2N1	-1%	-24%	?	14%[38.3 µM]	1.8%	9%[9.22 µM]	·
Cc1cc(C)cc(NC(=S)NCc2cccn2C)c1	-2%	-10%	-14%[46.1 µM]	5%[38.3 µM]	0.0%	15%	-11%
Cc1ccc(CN(C(=O)c2cc3ccccc3oc2=O)C2CCS(=O)(=O)C2)cc1 (configuration not stated)	5%	-1%	-7%[46.1 µM]	1%[38.3 µM]	-1.2%	26%	-2%
COc1ccc(C2CC3(CC(C)(C)NC(=S)N3)Oc3cc(O)cc(C)c32)cc1 (configuration not stated)	-2%	-4%	-22%	2%	1.9%	-5%	-6%

Some of these compounds in order of the IMPase Li cell value, low to high:
structure	IMPase Li cell
C=CCN1C(=O)/C(=C2/Sc3ccc(OC)cc3N2C)SC1=Nc1ccc(OC)cc1	-2%
COc1ccc(C2CC3(CC(C)(C)NC(=S)N3)Oc3cc(O)cc(C)c32)cc1 (configuration not stated)	2%
COc1ccc(-c2csc(=Nc3ccccc3)n2CCO)cc1	9%
CC/C=C\C/C=C\C/C=C\C/C=C\C/C=C\C/C=C\CCC(=O)NC(C)C(=O)O (configuration not stated)	18%

Next section:
SMILES	KinaseGlo FLuc	CBFb RUNX1 block	NPSR antagonist	IMPase Li cell	Epigenetic derep	HTT aggregate	L3MBTL1 inh
NC1=NC(=Nc2ccc(S(=O)(=O)N3CCOCC3)cc2)c2ccccc21	·	15%	-7%	·	-2.2%	-34%[9.22 µM]	·
Cc1cc2c(C)cc(=O)oc2c2c1NCCC2	1%	7%	-7%[46.1 µM]	-23%[38.3 µM]	-0.7%	9%	·
CCc1ccc(OCC(=O)OCC(=O)c2ccc3c(c2)NC(=O)CO3)cc1	2%	1%	-4%[46.1 µM]	19%[38.3 µM]	0.0%	2%	·
COc1ccc(Cl)cc1NC(=S)Nc1ccc(Cl)cn1	0%	-1%	-8%	-3%	0.0%	·	9%
C/C(=N/OC(=O)c1ccc(C(F)(F)F)cc1)c1oc(C)nc1C	·	4%	-21%	·	0.5%	20%[9.22 µM]	5%
COC(=O)c1sc(C(F)(F)F)c(-c2ccccc2)c1S(=O)(=O)NC(C)(C)C	·	14%	?	·	1.1%	-16%[9.22 µM]	13%
Cc1ccnc(N/N=C/c2ccccc2)n1	-25%	-30%	26%	-1%	0.0%	2%	-1%
N#Cc1nc(-c2ccccc2)oc1NCCCn1ccnc1	-2%	-1%	2%	5%	1.2%	4%[9.22 µM]	-12%
COc1cccc(-c2nc(N3CCC(C)CC3)c3ccccc3n2)c1O	·	1%	-26%[46.1 µM]	·	0.0%	2%	-4%
COc1ccccc1Nc1nc(-c2sc(NC(=O)c3cccc(Cl)c3)nc2C)cs1	-3%	-5%	-16%[46.1 µM]	12%[38.3 µM]	2.1%	-3%	-5%
O=C(O)c1ccccc1CSc1nnc2c(n1)[nH]c1ccccc12	·	5%	53%	·	0.0%	8%[9.22 µM]	7%
Cc1cccc(OC(C)C(=O)NCc2ccc(S(N)(=O)=O)cc2)c1 (configuration not stated)	-2%	4%	0%	11%	0.0%	-16%	0%
C[C@H](N)CCCP(=O)(O)O	·	-2%	·	-7%	1.1%	·	·
CCOC(=O)c1csc(-n2nc(C)cc2C(F)(F)F)n1	-1%	-10%	-8%	1%	-1.2%	4%	·
CCOc1ccc(C(CC(=O)O)NS(=O)(=O)c2ccc(C)cc2)cc1OC (configuration not stated)	3%	-1%	-4%[46.1 µM]	19%[38.3 µM]	-0.9%	9%	10%
CC(=O)Nc1ccc(Oc2cc(C#N)c(C#N)cc2N2CCCCCC2)cc1	3%	8%	?	3%	-0.9%	-3%	7%
Cc1cc(NC(=O)c2ccc(COc3ccccc3Cl)o2)no1	-2%	5%	0%	-12%	10%	-24%	·
Brc1ccc(-c2nnc(SCCC3OCCCO3)o2)cc1	1%	13%	-12%[46.1 µM]	9%[38.3 µM]	-1.1%	-29%	8%
C=CCn1c(N2CCN(c3ccc(OC)cc3)CC2)nc2c1c(=O)n(C)c(=O)n2C	-1%	-11%	30%	4%	0.2%	-26%	·
COc1cc(SC)ccc1C(=O)Nc1ccc(Cl)cn1	-23%	6%	18%	5%	1.8%	9%[9.22 µM]	0%
CCCCCCCCCCCCC/C=C\[C@@H](O)[C@H](CO)NC(C)=O	-2%	14%[21.7 µM]	·	7%	0.4%	·	·
N#Cc1c(-c2ccccc2)ccn(Cc2ccccc2Cl)c1=O	0%	6%	-21%[46.1 µM]	-1%[38.3 µM]	-1.1%	0%	11%
Clc1ccc(Cn2nnc(-c3ccccc3)n2)cc1	2%	19%	-9%[46.1 µM]	12%	0.0%	0%	65%[activator]
CCOc1ccc(C(=O)NCC2CCCO2)cc1 (configuration not stated)	0%	3%	0%[46.1 µM]	-1%[38.3 µM]	0.0%	-10%	0%
CCCCNC(=O)NS(=O)(=O)c1ccc(C)cc1	2%	2%	-11%	-5%&-6%&5%&-5%&10%&3%&-11%	-1.1%	-12%&17%	1%
CC(Sc1nnnn1C1CCCCC1)C(=O)O (configuration not stated)	0%	-8%	-1%	0%	1.1%	-24%[9.22 µM]	1%
Cc1c2c(n3c(nc4ccccc43)c1C#N)N(CCN1CCOCC1)CC2	3%	3%	-8%	5%	-1.1%	-6%[9.22 µM]	3%
O=C(CSc1nnnn1-c1cccc2ccccc12)Nc1ccc(N2CCOCC2)c(Cl)c1	-1%	-1%	-18%[46.1 µM]	22%[38.3 µM]	0.1%	?	·
CC(=O)c1cc2c(cc1NS(=O)(=O)c1ccc3c(c1)OCCO3)OCO2	-1%	-2%	1%[46.1 µM]	0%[38.3 µM]	-1.0%	-18%	2%
O=S(=O)(c1cccc2cccnc12)n1cnc2ccccc21	4%	2%	-14%[46.1 µM]	6%[38.3 µM]	1.0%	0%	·
O=S(=O)(c1cccc2cccnc12)N1CCN(Cc2ccccc2)CC1	-4%	9%	-1%	3%	-3.1%	-8%[9.22 µM]	-4%
O=C(Cc1cccs1)NC1(C(=O)NC2CCCC2)CCCCC1	2%	5%	8%	5%	0.0%	-23%	12%
CCOC(=O)c1cn2nc(-c3ccc(OCC)cc3)cc2nc1C1CCN(C(=O)OC(C)(C)C)CC1	1%	2%	1%[46.1 µM]	36%[activator][38.3 µM]	-0.2%	2%[9.22 µM]	·
Cc1c2c(nc3ccccc13)CC(C)(C)CC2=O	9%	-16%	2%	1%	-5.3%	-14%	-3%
CN(C)S(=O)(=O)c1ccc(Cl)c(NC(=O)COC(=O)CNC(=O)c2ccco2)c1	0%	7%	-3%	1%	1.1%	18%	0%
CCOP(=O)(OCC)c1nc(/C=C/c2ccccc2)oc1NCc1ccccc1	-6%	?	?	?	13%	?	42%[activator]
CCOCCCn1cnc2c(c1=O)c1nc3ccccc3nc1n2-c1ccccc1	-1%	2%	-12%[46.1 µM]	-11%[38.3 µM]	-1.2%	6%	5%
O=C(O)c1ccc(SCc2cnc(Cl)s2)cc1	-3%	-1%	-9%[46.1 µM]	4%[38.3 µM]	1.0%	-5%	4%
O=C(COC(=O)/C=C/c1cccc(F)c1)Nc1ccccc1	0%	-3%	8%	0%	-1.5%	6%	1%
COc1ccc(C(C(=O)NC2CCCCC2)N2CCC3(CC2)OCCO3)cc1 (configuration not stated)	-4%	2%	-3%[46.1 µM]	-8%[38.3 µM]	-0.4%	0%	6%
O=Cc1ccc(-c2ccc(C(=O)O)cc2)o1	·	23%	-3%	·	1.2%	1%[9.22 µM]	·
CC1(C)CCC[C@@]2(C)C1CC[C@@](C)(O)[C@@H]2CC[C@@](C)(O)C1CO1 (some centres not stated)	0%	14%	·	6%	2.2%	·	·
C/C(=C\C(=O)c1ccccc1)NNc1nc2ccccc2s1	-2%	-3%	-14%[46.1 µM]	6%[38.3 µM]	-0.1%	32%	1%
O=C1c2ccccc2C(=O)N1c1ccc(Cl)cn1	-9%	1%	-2%[46.1 µM]	-3%[38.3 µM]	0.1%	-13%	·
CCn1c(-c2cccnc2Cl)nc2cc(Cl)c(Cl)cc21	6%	7%	-3%[46.1 µM]	-5%	-0.9%	2%	-1%
O=C(NC1CC1)c1cc2c(s1)-c1ccccc1OC2	-2%	4%	-9%[46.1 µM]	-19%[38.3 µM]	-1.0%	6.3µM*	·

Screens (PubChem BioAssay)

These rows are one share of the data; rates above refer to the full screens.
